HIV Rev-RRE inh: inhibitors of HIV-1 Rev-RRE RNA interaction; P05866; Rev peptide-RRE RNA binding, FRET; inhibition, % at 8 µM; 97,000 tested, 0.79% active;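 active = inhibition above the screen-wide mean plus 3 SD, cut at about 35% in these data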;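 note: 0% = median DMSO wells and 100% = median Neomycin B control wells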
Target sequence (P05866 whole entry, looked up): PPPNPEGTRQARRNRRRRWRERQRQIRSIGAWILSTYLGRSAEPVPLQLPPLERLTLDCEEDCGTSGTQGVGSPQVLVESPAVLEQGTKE
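Material: labelled RRE RNA duplex and labelled Rev peptide / Buffer or medium: HEPES pH 7.5 salt buffer with EDTA / Compound dosing: single point, 8 µM final nominal compound concentration / Benchmarks: DMSO low control, neomycin B high control / Timing: 5 min preincubation and 15 min binding, 25 °C / Technique: FRET fluorescence readout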
LYP act: LYP (human) phosphatase activation; Q9Y2R2; recombinant LYP, DiFMUP fluorescence; 0 = plate median, 100 = signal doubled; activation, % at 2 µM; 96,000 tested, 0.11% active; AID 697;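 active = activation at 2 µM above a set limit, the mean plus 5 SD, cut at about 37% in these data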
Target sequence (Q9Y2R2 whole entry, looked up): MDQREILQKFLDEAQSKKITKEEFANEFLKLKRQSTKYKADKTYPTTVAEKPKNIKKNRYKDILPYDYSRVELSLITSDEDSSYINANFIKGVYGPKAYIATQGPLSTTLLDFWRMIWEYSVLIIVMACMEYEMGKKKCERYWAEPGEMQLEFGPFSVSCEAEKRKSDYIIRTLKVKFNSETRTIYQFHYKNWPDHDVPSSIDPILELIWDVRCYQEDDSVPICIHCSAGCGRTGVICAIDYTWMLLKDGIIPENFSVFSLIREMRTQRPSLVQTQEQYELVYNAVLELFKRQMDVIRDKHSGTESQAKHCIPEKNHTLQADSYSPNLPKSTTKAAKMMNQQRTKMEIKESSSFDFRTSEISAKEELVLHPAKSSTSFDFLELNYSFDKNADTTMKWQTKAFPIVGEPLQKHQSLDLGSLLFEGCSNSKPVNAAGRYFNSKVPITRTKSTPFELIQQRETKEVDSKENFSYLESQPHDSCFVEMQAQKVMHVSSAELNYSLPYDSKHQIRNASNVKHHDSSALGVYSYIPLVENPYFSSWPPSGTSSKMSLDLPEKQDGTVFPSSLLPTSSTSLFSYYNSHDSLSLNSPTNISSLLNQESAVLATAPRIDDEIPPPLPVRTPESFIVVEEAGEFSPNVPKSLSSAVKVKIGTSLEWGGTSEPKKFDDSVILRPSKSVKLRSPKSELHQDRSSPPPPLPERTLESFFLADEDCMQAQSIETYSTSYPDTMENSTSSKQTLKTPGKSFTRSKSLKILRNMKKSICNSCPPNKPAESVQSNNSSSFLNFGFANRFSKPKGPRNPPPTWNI
EphB4 antag: EphB4-ephrin-B2 interaction antagonism. inhibition, % at 7 µM. EphB4 LBD / TNYL-RAW-Alexa532 peptide, fluorescence polarization. 97,000 tested, 0.15% active;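 active = inhibition above the screen-wide mean inhibition plus 3 SD, cut at about 15% in these data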;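 note: 0% = DMSO wells and 100% = excess unlabeled TNYL-RAW peptide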
PTPN22 inh 2: inhibitors of human LYP (PTPN22) phosphatase; 96,000 tested, 0.21% active; Q9Y2R2; AID 640; recombinant LYP catalytic domain, DiFMUP fluorescence; inhibition, % at 2 µM;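 active = inhibition at 2 µM at or above a set limit, the screen mean plus 3 SD, cut at about 24% in these data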;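 note: 0% = DMSO with enzyme and 100% = enzyme fully blocked by orthovanadate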
FAK inh: FAK (human) kinase inhibition | Q05397 | biochemical FAK kinase activity assay | inhibition, %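 (tested at 7 µM)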 | 97,000 tested, 0.84% active; in the data active = inhibition above about 19%;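 note: 0% = DMSO and 100% = reference compound high control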
S1P2 blocker: antagonists of human S1P2 receptor | 97,000 tested, 0.21% active | inhibition, % at 5 µM | cell-based S1P2 antagonist assay, inhibition at 5 uM; in the data active = inhibition above about 45%;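 note: CRE beta-lactamase reporter cells expressing human S1P2 stimulated with S1P; 0% = agonist at EC80 alone and 100% = agonist plus reference antagonist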
PostGolgi yeast: growth inhibition of a yeast mutant, post-Golgi transport screen; 98,000 tested, 0.9% active; AID 739; inhibition, % at 10 µM; post-Golgi transport phenotypic cell assay;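 note: yeast cells grown in 1536-well plates; yeast grown about 18 h at 30C before absorbance read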
PostGolgi ctrl: growth of the yeast control strain, post-Golgi counter-screen. AID 738. inhibition, % at 10 µM. efflux-deficient yeast background strain, growth absorbance A615, 16 h. 98,000 tested, 5% active
S1P2 ag: agonists of human S1P2 receptor; AID 729; O95136; activation, % at 4.5 µM; 97,000 tested, 0.46% active; S1P2-expressing cell line, agonist reporter read-out; in the data active = activation above about 16%;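 note: 0% = vehicle low control and 100% = maximal reference agonist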
* hit, by the source's call. Cut-off read from the data, not from the text of the source, unless noted: active = inhibition above about 30%; inactive = the rest.

CCOC(=O)CNC(=O)CSc1nc2sc(C)c(C)c2c(=O)n1C was read as HIV Rev-RRE inh 10, LYP act -4, EphB4 antag -2, PTPN22 inh 2 2, FAK inh 0, S1P2 blocker -7, PostGolgi yeast 15, PostGolgi ctrl -4 and S1P2 ag -5.
For N#Cc1ccc(N2CCCC2C(=O)O)c([N+](=O)[O-])c1 (stereo not drawn) the results were HIV Rev-RRE inh 4, LYP act 1, EphB4 antag -2, PTPN22 inh 2 3, FAK inh 4, S1P2 blocker 9, PostGolgi yeast -12, PostGolgi ctrl 17 and S1P2 ag -3.
`O=S(Cc1ccc(Br)cc1)Cc1nnc(SCc2ccc(Cl)cc2)n1-c1ccccc1` (stereo not drawn) gave HIV Rev-RRE inh 1, LYP act -7, EphB4 antag -4, PTPN22 inh 2 9, FAK inh 1, S1P2 blocker 22, PostGolgi yeast 6, PostGolgi ctrl 25 and S1P2 ag -3.
`O=C(c1cnccn1)N1CCN(C/C=C/c2ccccc2)CC1` gave HIV Rev-RRE inh 1, LYP act -5, EphB4 antag 12, PTPN22 inh 2 3, FAK inh 0, S1P2 blocker 11, PostGolgi yeast -7, PostGolgi ctrl 1 and S1P2 ag -4.
For COc1cc(OC)cc(C(=O)NCCNC(=O)c2ccccc2)c1 the results were HIV Rev-RRE inh 4, LYP act -7, EphB4 antag 1, PTPN22 inh 2 6, FAK inh 0, S1P2 blocker -4, PostGolgi yeast 0, PostGolgi ctrl 3 and S1P2 ag -8.
`COc1ccc(CCNC(=O)CSc2nc3cc(Cl)ccc3o2)cc1OC` gave HIV Rev-RRE inh 9, LYP act 11, EphB4 antag 3, PTPN22 inh 2 -9, FAK inh -2, S1P2 blocker 0, PostGolgi yeast -7, PostGolgi ctrl 16 and S1P2 ag -4.
Screening CCc1c(C)sc(NC(=O)c2cc(C3CC3)on2)c1C#N returned LYP act 7, PTPN22 inh 2 -8, PostGolgi yeast 5 and PostGolgi ctrl -5.
For O=C(CSCc1cccc(Cl)c1)N/N=C/c1ccc(OCC(=O)N2CCCCC2)cc1 the results were HIV Rev-RRE inh 8, LYP act -2, EphB4 antag 7, PTPN22 inh 2 -1, FAK inh 4, S1P2 blocker -1, PostGolgi yeast -2, PostGolgi ctrl 42* and S1P2 ag -7.
Screening COc1ccc(OC)c(C2/C(=C(\O)c3ccc(OC)c(Cl)c3)C(=O)C(=O)N2CCN(C)C)c1 (stereo not drawn) returned HIV Rev-RRE inh 5, LYP act -6, EphB4 antag -1, PTPN22 inh 2 6, FAK inh 2, S1P2 blocker 4, PostGolgi yeast -12, PostGolgi ctrl -2 and S1P2 ag -6.
Cc1c(NC(=O)C(C)Sc2ccccc2)c(=O)n(-c2ccccc2)n1C (stereo not drawn) was read as HIV Rev-RRE inh 3, LYP act 6, EphB4 antag 4, PTPN22 inh 2 -4, FAK inh 2, S1P2 blocker -31, PostGolgi yeast -7, PostGolgi ctrl 1 and S1P2 ag -1.
Screening Cc1ccccc1NC(=O)/C(=C\c1cccs1)NC(=O)c1ccccc1 returned HIV Rev-RRE inh 3, LYP act 0, EphB4 antag 0, PTPN22 inh 2 5, FAK inh -1, S1P2 blocker 22, PostGolgi yeast 9, PostGolgi ctrl -5 and S1P2 ag -6.
Cc1ccc2nc(SCc3cccc([N+](=O)[O-])c3)nc(C)c2c1 was read as HIV Rev-RRE inh 7, LYP act -2, EphB4 antag -1, PTPN22 inh 2 4, FAK inh -8, S1P2 blocker -15, PostGolgi yeast -6, PostGolgi ctrl 19 and S1P2 ag -3.
For Cc1ccccc1N(CC(=O)N/N=C/c1ccc(F)cc1)C(=O)c1ccccc1 the results were HIV Rev-RRE inh 5, LYP act 22, EphB4 antag 1, PTPN22 inh 2 -23, FAK inh -1, S1P2 blocker -6, PostGolgi yeast 8, PostGolgi ctrl 16 and S1P2 ag -3.
CC(C)n1c(Nc2ccccc2)nc2ccccc21 was read as HIV Rev-RRE inh 2, LYP act -1, EphB4 antag 2, PTPN22 inh 2 -7, FAK inh 4, S1P2 blocker -12, PostGolgi yeast -1, PostGolgi ctrl 2 and S1P2 ag -3.
O=C1CC(/C=C/c2ccco2)=Nc2ccccc2N1 was read as HIV Rev-RRE inh 41*, LYP act 17, EphB4 antag -2, PTPN22 inh 2 -17, FAK inh -3, S1P2 blocker -2, PostGolgi yeast -4, PostGolgi ctrl -3 and S1P2 ag 0.

The closing 4 entries of the section above are carried over, then new ones follow.
Cc1ccc2nc(SCc3cccc([N+](=O)[O-])c3)nc(C)c2c1 was read as HIV Rev-RRE inh 7, LYP act -2, EphB4 antag -1, PTPN22 inh 2 4, FAK inh -8, S1P2 blocker -15, PostGolgi yeast -6, PostGolgi ctrl 19 and S1P2 ag -3.
For Cc1ccccc1N(CC(=O)N/N=C/c1ccc(F)cc1)C(=O)c1ccccc1 the results were HIV Rev-RRE inh 5, LYP act 22, EphB4 antag 1, PTPN22 inh 2 -23, FAK inh -1, S1P2 blocker -6, PostGolgi yeast 8, PostGolgi ctrl 16 and S1P2 ag -3.
CC(C)n1c(Nc2ccccc2)nc2ccccc21 was read as HIV Rev-RRE inh 2, LYP act -1, EphB4 antag 2, PTPN22 inh 2 -7, FAK inh 4, S1P2 blocker -12, PostGolgi yeast -1, PostGolgi ctrl 2 and S1P2 ag -3.
O=C1CC(/C=C/c2ccco2)=Nc2ccccc2N1 was read as HIV Rev-RRE inh 41*, LYP act 17, EphB4 antag -2, PTPN22 inh 2 -17, FAK inh -3, S1P2 blocker -2, PostGolgi yeast -4, PostGolgi ctrl -3 and S1P2 ag 0.
CC(=O)Nc1c(C(=O)N2CCN(c3ncccn3)CC2)cnn1-c1ccccc1Cl was read as HIV Rev-RRE inh 1, LYP act 7, EphB4 antag -6, PTPN22 inh 2 -5, FAK inh -2, S1P2 blocker 14 and S1P2 ag 0.
`Cc1oc(-c2ccccc2F)nc1CS(=O)(=O)CC(=O)N1CCCCCC1` gave HIV Rev-RRE inh -1, LYP act 2, EphB4 antag -6, PTPN22 inh 2 -3, FAK inh -1, S1P2 blocker 21, PostGolgi yeast -6, PostGolgi ctrl -3 and S1P2 ag -6.
For COCCCNCC(=O)c1c(N)n(Cc2ccccc2)c(=O)n(C)c1=O the results were HIV Rev-RRE inh 6, LYP act 1, EphB4 antag 1, PTPN22 inh 2 -4, FAK inh -1, S1P2 blocker 20, PostGolgi yeast -4, PostGolgi ctrl 9 and S1P2 ag -8.
Screening N#Cc1nc(COc2cccc(Cl)c2)oc1N1CCN(c2ccccc2)CC1 returned HIV Rev-RRE inh 14, LYP act -5, EphB4 antag -3, PTPN22 inh 2 3, FAK inh -1, S1P2 blocker 18, PostGolgi yeast -6, PostGolgi ctrl 22 and S1P2 ag -1.
`NS(=O)(=O)c1ccc(NC(=O)CSc2ccccn2)cc1` gave HIV Rev-RRE inh 7, LYP act 10, EphB4 antag 0, PTPN22 inh 2 -12, FAK inh 1, S1P2 blocker 8, PostGolgi yeast -7, PostGolgi ctrl 7 and S1P2 ag -7.
Screening CCc1ccc(O)c(N=Cc2ccccc2O)c1 returned HIV Rev-RRE inh 18, LYP act -4, EphB4 antag 6, PTPN22 inh 2 3, FAK inh -1, S1P2 blocker 18, PostGolgi yeast 3, PostGolgi ctrl -2 and S1P2 ag -7.
For CCC(C)(C)n1nnnc1CN1CCC(NC(=O)c2ccccc2C)CC1 the results were HIV Rev-RRE inh 2, LYP act -8, EphB4 antag 2, PTPN22 inh 2 6, FAK inh 3, S1P2 blocker -5 and S1P2 ag -2.
For COc1ccc(C2=Nn3c(nnc3-c3ccncc3)SC2)cc1OC the results were HIV Rev-RRE inh 10, LYP act 0, EphB4 antag 2, PTPN22 inh 2 1, FAK inh -2, S1P2 blocker -38, PostGolgi yeast 3, PostGolgi ctrl 1 and S1P2 ag 10.
`CCOC(=O)C1CCN(C(=O)c2cc(S(=O)(=O)N3CCOCC3)c(Cl)cc2Cl)CC1` gave HIV Rev-RRE inh 4, LYP act -13, EphB4 antag 7, PTPN22 inh 2 12, FAK inh -2, S1P2 blocker 10, PostGolgi yeast -1, PostGolgi ctrl 1 and S1P2 ag -9.
For Cc1cc(Cl)cc(Br)c1OCCCN1C(=O)NC(C)(C)C1=O the results were HIV Rev-RRE inh 9, LYP act 8, EphB4 antag -1, PTPN22 inh 2 -4, FAK inh 1, S1P2 blocker 14, PostGolgi yeast -8, PostGolgi ctrl 15 and S1P2 ag -5.
O=C(NCc1ccco1)c1c[nH]c2ccc(S(=O)(=O)N3CCOCC3)cc2c1=O was read as HIV Rev-RRE inh 3, LYP act 12, EphB4 antag -11, PTPN22 inh 2 -16, FAK inh 1, S1P2 blocker -9, PostGolgi yeast 6, PostGolgi ctrl 12 and S1P2 ag -1.
O=C(NCCN1CCOCC1)c1ccc(CS(=O)(=O)c2ccc(Cl)cc2)o1 was read as HIV Rev-RRE inh 6, LYP act 2, EphB4 antag 4, PTPN22 inh 2 -3, FAK inh -2, S1P2 blocker 11, PostGolgi yeast 5, PostGolgi ctrl 13 and S1P2 ag -3.
Cc1ccc(-c2nc3ccccc3s2)cc1NC(=S)NC(=O)c1ccccc1 was read as HIV Rev-RRE inh -2, LYP act 0, EphB4 antag -6, PTPN22 inh 2 1, FAK inh -3, S1P2 blocker 2, PostGolgi yeast 1, PostGolgi ctrl -4 and S1P2 ag -5.
Screening CCc1cccc(OCCCCNCCO)c1 returned HIV Rev-RRE inh 3, LYP act 5, EphB4 antag -5, PTPN22 inh 2 -3, FAK inh -1, S1P2 blocker 4, PostGolgi yeast -2, PostGolgi ctrl 2 and S1P2 ag -3.
`C=CCOc1cccc(C2C(C(=O)c3ccc(C)o3)=C(O)C(=O)N2c2nccs2)c1` (stereo not drawn) gave HIV Rev-RRE inh 78*, LYP act -1, EphB4 antag 2, PTPN22 inh 2 0, FAK inh -5, S1P2 blocker 28, PostGolgi yeast -10, PostGolgi ctrl 15 and S1P2 ag -4.
Screening Cc1ccc(C(=O)C2C(=O)c3ccccc3C2=O)cc1 returned HIV Rev-RRE inh 2, LYP act -6, EphB4 antag -1, PTPN22 inh 2 3, FAK inh -3, S1P2 blocker -12, PostGolgi yeast -3, PostGolgi ctrl 25 and S1P2 ag -4.
`COC(=O)c1cc(-c2cccc(OC)c2)n[nH]1` gave HIV Rev-RRE inh 4, LYP act 2, EphB4 antag -9, PTPN22 inh 2 -1, FAK inh 0, S1P2 blocker 17, PostGolgi yeast 2, PostGolgi ctrl 3 and S1P2 ag -3.
COc1cc(OC)c(-c2nn3c(-c4ccco4)nnc3s2)cc1OC was read as HIV Rev-RRE inh 1, LYP act -2, EphB4 antag 2, PTPN22 inh 2 2, FAK inh 3, S1P2 blocker -16, PostGolgi yeast 4, PostGolgi ctrl 34* and S1P2 ag 3.
COc1ccc(C(=O)C(OC(=O)CNC(=O)c2ccco2)c2ccccc2)cc1 (stereo not drawn) was read as HIV Rev-RRE inh 6, LYP act 5, EphB4 antag -1, PTPN22 inh 2 -5, FAK inh 4, S1P2 blocker 22, PostGolgi yeast -1, PostGolgi ctrl -5 and S1P2 ag -3.
`COc1ccc(-c2nc(C)ncc2N=Nc2ccccc2)cc1` gave HIV Rev-RRE inh 4, LYP act 9, EphB4 antag -7, PTPN22 inh 2 -4, FAK inh -2, S1P2 blocker -7, PostGolgi yeast 1, PostGolgi ctrl 13 and S1P2 ag -7.
For CCOC(=O)Cc1csc(NS(=O)(=O)Cc2ccccc2)n1 the results were HIV Rev-RRE inh 1, LYP act 2, EphB4 antag -5, PTPN22 inh 2 -4, FAK inh 0, S1P2 blocker 1, PostGolgi yeast 0, PostGolgi ctrl 6 and S1P2 ag -1.
`CSc1ccccc1NC(=O)Nc1ccccc1` gave HIV Rev-RRE inh 0, LYP act -3, EphB4 antag 0, PTPN22 inh 2 3, FAK inh 2, S1P2 blocker -13, PostGolgi yeast -1, PostGolgi ctrl 10 and S1P2 ag -6.
